M4 PAM: CHRM4 positive allosteric modulation | 360,000 tested, 0.4% active | P08173 | AID 624126 | CHO-K1 hM4/Gqi5, Fluo-8 calcium fluorescence, ACh EC20; 0% = ACh EC20, 100% = maximal ACh | activation, % at 3 µM;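 active = activation above its plate's cutoff, the mean activation of sample wells plus 3 SD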; note: some results filed as inactive read as strong as hits
Target sequence (P08173 whole entry, looked up): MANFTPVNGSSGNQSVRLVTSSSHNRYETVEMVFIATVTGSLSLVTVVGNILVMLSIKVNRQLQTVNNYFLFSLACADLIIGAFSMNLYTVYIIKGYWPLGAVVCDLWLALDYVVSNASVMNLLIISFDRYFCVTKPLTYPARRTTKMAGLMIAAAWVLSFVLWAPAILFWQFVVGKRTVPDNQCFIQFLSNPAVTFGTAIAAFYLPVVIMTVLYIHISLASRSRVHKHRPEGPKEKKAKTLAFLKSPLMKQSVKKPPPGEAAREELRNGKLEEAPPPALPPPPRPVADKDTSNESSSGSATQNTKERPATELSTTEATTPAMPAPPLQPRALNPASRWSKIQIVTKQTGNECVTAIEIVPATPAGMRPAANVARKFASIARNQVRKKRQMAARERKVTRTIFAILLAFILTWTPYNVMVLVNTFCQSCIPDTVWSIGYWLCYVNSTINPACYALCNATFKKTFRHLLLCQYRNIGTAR
M5 PAM: CHRM5 positive allosteric modulation; activation, % at 3 µM; CHO-K1 hM5, Fluo-8 calcium, ACh EC20 PAM; 0% = ACh EC20, 100% = ACh EC100; P08912; 360,000 tested, 0.3% active;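 active = activation above the run cutoff, the mean activation of all test compounds plus 3 SD, cut at about 18% in these data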
Target sequence (P08912 whole entry, looked up): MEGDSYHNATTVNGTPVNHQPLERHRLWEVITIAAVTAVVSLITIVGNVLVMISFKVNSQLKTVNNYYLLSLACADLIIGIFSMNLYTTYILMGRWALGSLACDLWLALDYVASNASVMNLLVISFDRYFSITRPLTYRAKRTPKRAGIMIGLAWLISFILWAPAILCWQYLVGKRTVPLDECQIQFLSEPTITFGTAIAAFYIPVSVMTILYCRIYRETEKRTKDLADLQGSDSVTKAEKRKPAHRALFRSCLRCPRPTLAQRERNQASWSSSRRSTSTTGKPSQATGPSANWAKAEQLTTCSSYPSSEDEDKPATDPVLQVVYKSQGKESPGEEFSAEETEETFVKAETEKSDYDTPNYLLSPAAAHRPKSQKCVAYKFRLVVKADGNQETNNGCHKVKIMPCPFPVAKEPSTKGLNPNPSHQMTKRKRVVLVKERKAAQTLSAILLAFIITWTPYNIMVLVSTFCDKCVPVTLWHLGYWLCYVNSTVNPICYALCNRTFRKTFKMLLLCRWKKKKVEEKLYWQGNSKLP
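Replicates: One well per compound, no replicates | System: Human M5 receptor in CHO-K1 cells | Benchmarks: Low control EC20 acetylcholine (0%), high control EC100 acetylcholine (100%) | Probe or stimulus: Acetylcholine, EC20 level | Times: Fluo-8 loading 80 min at 37 °C plus 30 min room temperature | Signal: Intracellular calcium via Fluo-8 fluorescence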
CHRM4 agonist: CHRM4 agonism in calcium assay | P08173 | CHO-K1 hM4/Gqi5, Fluo-8 calcium fluorescence; vehicle 0%, full acetylcholine response 100% | activation, % at 3 µM | 360,000 tested, 0.14% active;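 active = activation above the run mean over all test wells plus 3 SD, cut at about 32% in these data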;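 note: peak over basal fluorescence ratio per well then scaled between controls; 0% = DMSO wells and 100% = acetylcholine at EC100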
M5 ag: CHRM5 agonism in calcium assay; P08912; CHO-K1 hM5 cells, Fluo-8 calcium fluorescence; 0% DMSO wells, 100% maximal acetylcholine response; activation, % at 3 µM; 360,000 tested, 0.19% active;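 active = activation above the run's mean over test compounds plus 3 SD, cut at about 23% in these data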;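 note: signal is peak over basal fluorescence ratio across the kinetic read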
CRFBP-R2 agonist: agonists of human CRF-binding protein/CRF-R2 receptor complex; 350,000 tested, 0.46% active; HEK293 CRF-R2/CRF-BP, calcium dye fluorescence (FLIPR); percent of saturating CRF peptide response; activation, % at 13.2 µM;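 active = activation of at least 50%, plus an integration ratio under a set limit after plate pattern correction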;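 note: plate controls were neutral control wells without compound for no effect and CRF at EC100 for full effect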
CHRM5 antagonist: CHRM5 antagonism in calcium assay; AID 624040; CHO-hM5 cells, Fluo-8 calcium fluorescence, ACh EC80; 360,000 tested, 0.59% active; P08912; inhibition, % at 3 µM;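 active = inhibition above a per-plate cutoff, the mean of that plate's test compounds plus 3 SD, cut at about 27% in these data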;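 note: 0% = acetylcholine EC80 with DMSO and 100% = DMSO without agonist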
IDE cell inh: cellular human IDE inhibition; HEK cells, FAbetaB cleavage, fluorescence polarization; P14735; 320,000 tested, 0.41% active; inhibition, % at 5.59 µM;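 active = percent inhibition above the average of all tested compounds plus 3 SD, set per screening campaign, cut at about 16% in these data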;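 note: IDE supplied by intact live HEK cells; FP after avidin binding of uncleaved biotin substrate so inhibition keeps polarization high; 0% = DMSO wells and 100% = 60 µM reference IDE inhibitor Ii1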
CHRM4 antagonist: blocks acetylcholine activation of human M4 receptor | AID 624125 | 360,000 tested, 0.73% active | CHO-hM4 cells, ACh EC80, Fluo-8 calcium fluorescence | inhibition, % at 3 µM;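 active = inhibition above its plate's cutoff, the mean inhibition of sample wells plus 3 SD, cut at about 27% in these data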;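 note: 0% = acetylcholine EC80 with DMSO and 100% = DMSO without agonist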
CRFR2-BP antag: blocks CRF-induced signaling of the CRF-BP/CRF-R2 complex. HEK293 CRF-R2/CRF-BP, CRF-induced calcium fluorescence. inhibition, % at 11.8 µM. 350,000 tested, 0.59% active;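 active = inhibition of the ligand-induced calcium signal above about 50% at the single tested concentration, limit read from the data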
* hit, by the source's call; · = no result given; & = joins results of further samples. An excerpt. The share of hits here may be higher or lower than overall.

SMILES	M4 PAM	M5 PAM	CHRM4 agonist	M5 ag	CRFBP-R2 agonist	CHRM5 antagonist	IDE cell inh	CHRM4 antagonist	CRFR2-BP antag
Cc1nn(C)c(C)c1/C=C1/CC2C3CC=C4CC(O)CCC4(C)C3CCC2(C)C1=O (stereo not drawn)	9.4	5.8	0.5	-9.7	-0.6	-5.8	-3.0	-0.4	-7.3
CCN1CCN(C(=O)Cc2c(C)n(C(=O)c3ccc(Cl)cc3)c3ccc(OC)cc23)CC1	-4.2	4.2	1.1	-8.1	0.5	1.1	-5.3	-2.5	-6.8
COc1ccc(CCNCc2ccccn2)cc1OC	4.0	-1.2	1.1	1.6	1.8	-0.3	3.1	2.1	-5.3
CCCCCCn1c(=O)c(C(=O)Nc2nc(CC(=O)OCC)cs2)c(O)c2ccccc21	-8.8	-2.4	0.9	9.4	1.3	-2.5	9.2	-0.3	11.2
COc1cc(C)c(CN2CC=C(c3ccc(F)cc3)CC2)cc1C	-6.3	-3.7	-1.6	-3.2	1.1	1.2	3.6	-3.9	14.1
N#Cc1ccc(/C=C/C(=O)O)cc1	1.6	2.9	-0.2	-0.9	0.8	-0.4	5.5	-4.6	-2.0
COc1ccc(C)cc1NC1=NC(C)(C)CS1	-4.5	10.5	0.8	-10.3	-0.6	-1.1	-7.8	2.4	16.6
O=C(C1CCCCC1)N1Cc2ccccc2-n2nncc2C1	2.3	-0.1	0.4	0.9	-1.4	3.3	·	-1.2	-10.9
CC(C)NP(=O)(NC(C)C)OP(=O)(NC(C)C)NC(C)C	2.3	-3.0	0.2	0.2	1.7	1.3	-1.5	-9.4	-7.6
CCCN1CCO[C@@H]2c3cc(O)ccc3OC[C@H]21	-0.7	0.7	0.2	0.6	0.0	-2.9	4.6	-1.4	-6.8
Cc1ccc(N=Cc2c(O)n(-c3ccc(C)cc3)c(=O)[nH]c2=O)cc1	2.6	4.5	0.4	0.8	-2.5	2.2	-1.5	-11.5	0.6
NC(=O)c1ccc(OCCC(O)N2CC=C(c3ccc(F)cc3)CC2)cc1 (stereo not drawn)	-10.2	-3.4	2.8	-0.9	-0.8	4.3	3.1	10.2	4.7
COC(=O)C1C(OC(=O)c2ccccc2)CC2CCC1N2C (stereo not drawn)	22.5&1.3	9.6&-2.4	0.9&-0.2	2.1&1.9	0.8&0.9	4.8&14.4	2.1&7.4	-24.6&0.3	3.1&-8.2
CCCCn1c(NC(=O)c2ccc(Br)o2)c(C(=O)OCC)c2nc3ccccc3nc21	-5.4	-5.5	2.0	-4.0	10.8	10.0	3.1	3.9	1.5
CC(C)Sc1nnc(OC(=O)N(C)C)n1-c1ccccc1	-4.3	-3.5	-0.3	-1.3	0.5	13.2	7.5	0.8	10.1
CC12CCC(=O)CC1CCC1C2C(=O)CC2(C)C1CCC2(C)O (stereo not drawn)	-2.7	-1.7	0.3	-0.9	-0.8	12.5	·	1.8	20.6
CC1CC(C)(O)CC(C(O)CC2CC(=O)NC(=O)C2)C1=O (stereo not drawn)	4.0	-5.5	0.6	-0.3	-1.4	9.6	·	-8.1	9.0
Cn1c(O)c(C(c2ccccn2)c2c(O)n(C)c(=S)n(C)c2=O)c(=O)n(C)c1=S	3.8	2.0	2.4	4.9	1.6	7.7	-3.0	-2.4	10.3
O=C(c1ccc(N2CCCCCC2)c([N+](=O)[O-])c1)N1CCC2(CC1)OCCO2	4.9	0.6	1.8	-0.8	-0.9	-2.5	-2.2	-8.2	5.7
CN1C(=O)c2ccccc2NC(=O)[C@]12O[C@@H]2c1ccccc1	-5.4	0.0	-0.2	-0.9	-3.4	9.8	7.3	8.7	-8.8
COC(=O)CSC1=NN1c1cc(C)nc(N)n1	3.8	0.2	-0.3	2.9	0.2	4.7	-0.9	-8.2	8.2
CC(=O)CC(c1ccc2c(c1)OCO2)c1c(O)c2ccccc2oc1=O (stereo not drawn)	1.3	2.2	-0.5	-0.2	-0.1	-2.3	·	0.7	9.9
O=[N+]([O-])c1ccc(Cl)c(Cl)c1Cl	12.5	-8.1	1.1	0.2	-0.1	5.1	3.0	3.2	14.6
Cc1c(C(=O)N2CCC3(CC2)OCCO3)oc2ccccc12	-0.9	-3.3	2.5	3.4	0.2	-3.5	-0.9	-2.8	20.6
CCC(C)C1NC(=O)C2CCCN2C(=O)C(CC(C)C)OC(=O)CCNC(=O)C(C)N(C)C(=O)C(C(C)C)N(C)C1=O (stereo not drawn)	3.0	-7.1	-0.1	-2.4	-6.2	12.0	·	-1.8	19.9
O=C(c1cccc(Cl)c1)C1CCCN(Cc2cccc3cnccc23)C1 (stereo not drawn)	-19.7	-20.5	4.8	-8.2	2.8	16.6	4.4	12.4	-20.4
O=C(Cc1ccccc1)OCC(=O)c1ccccc1	-2.3	-1.1	-0.3	-3.9	-1.8	10.5	·	-10.8	0.1
O[C@@H]1CCCC[C@H]1N1CCC(c2ccccc2)CC1	1.7	2.1	0.8	0.4	0.4	3.0	5.7	0.6	6.2
O=c1[nH]c(=S)n(-c2ccc(F)cc2)c(O)c1/C=N/N1CCOCC1	-0.5	2.1	0.5	0.3	0.1	0.7	-1.6	3.1	-19.6
Oc1ccc(Cl)cc1	-5.6	-6.7	0.1	0.8	-1.0	1.2	3.5	5.7	4.5
CCCCC1(CN2CCCC2=O)C(=O)NC(=O)NC1=O	4.6	0.5	1.6	1.5	-1.7	-0.8	-4.2	1.8	33.7
O=c1[nH]c2ccccc2o1	0.3	5.7	1.3	-1.3	-0.5	0.1	-0.7	5.1	9.7
COP(=O)(C#Cc1ccccc1)C(O)c1ccc(Br)cc1 (stereo not drawn)	12.0	14.1	2.5	0.4	0.2	2.7	1.0	-7.1	-7.9
CC(=O)c1ccc(OC(=O)N(C)c2ccccc2)cc1	-7.5	-2.6	0.7	-2.1	-1.3	8.5	-1.3	3.4	13.5
COc1cc(C)cc2oc(=O)c(CC(=O)N3C[C@H]4C[C@@H](C3)c3cccc(=O)n3C4)c(C)c12	-8.2	1.9	1.1	3.1	-0.6	2.7	6.5	15.4	-4.1
CC(Cc1ccccc1)NC(=O)NC(C)Cc1ccccc1 (stereo not drawn)	-0.6	0.5	-0.5	-1.5	-1.7	3.0	3.6	-3.5	-3.9
COc1cccc(OCC(=O)N2CCN(C)CC2)c1	-0.8	2.9	1.4	0.7	-1.5	-7.5	-2.8	5.7	-14.4
C=CCn1cc(C=C2C(=O)NC(=O)NC2=O)c2ccccc21	1.9	6.3	0.7	-5.0	14.1	-3.7	4.8	-15.8	-20.5
O=C1CCN(C(=O)C(Cl)Cl)N1	-1.7	-5.3	0.5	-0.5	-0.4	14.7	0.7	-2.7	-22.8
CN(C)[C@@H]1C(=O)C(C(N)=O)=C(O)[C@@]2(O)C(=O)C3=C(O)c4c(O)cccc4[C@@](C)(O)[C@H]3[C@H](O)[C@@H]12	8.2&1.3	3.7&-6.1	0.9&2.3	0.6&0.9	0.5&1.6	-3.2&1.9	-1.1&3.7&5.4	-14.9&-8.1	-11.8&-5.4
C=CCN1C(=O)NC(=O)/C(=C/c2cc3c4c(c2)CCCN4CCC3)C1=O	-6.4	6.0	1.2	-2.2	0.3	-13.4	3.4	0.7	-14.8
COC(=O)C1=C(c2ccc(-c3ccccc3)c(F)c2)C[C@@H]2CC[C@H]1N2C(=O)NCC1CC1	4.9	-2.4	2.7	0.1	2.6	12.1	2.4	-1.4	11.1
Cc1cc(/C=C2\C(=O)NC(=S)N(C)C2=O)c(C)n1C1CCCCC1	-0.1	-1.6	0.3	-1.2	5.5	-6.3	2.3	1.0	-1.1
Cc1ccc(-c2nn(Cc3ccccc3)cc2C=O)cc1C	-2.2	-7.6	-2.9	-6.8	-0.8	-2.1	-2.7	-13.4	-5.4
Cc1csc(NC(=O)C(Cl)c2ccccc2)n1 (stereo not drawn) (tested in a mixture with another compound)	-1.8	10.7	0.5	3.2	-2.2	-1.9	5.6	3.5	7.2
CC(=NCc1cccnc1)c1c(O)n(-c2ccc(C)cc2)c(=O)[nH]c1=O	15.7	-0.4	0.7	1.3	0.4	-1.0	-8.1	-5.1	6.8
Clc1ccccc1NC1=NCCCS1	-4.5	1.3	-0.2	-4.6	0.0	11.6	-2.4	15.5	11.0
O=c1[nH]c(O)c(N=Nc2ccc(SC(F)F)cc2)c(=O)[nH]1	19.5	4.3	2.9	-0.9	-0.3	2.1	4.7	-1.4	3.9
CN1Cc2ccccc2-n2nncc2C1	-4.8	-0.2	0.8	0.0	-1.1	-0.9	·	2.7	9.9
O=C1NC(=O)N(c2ccc3c(c2)OCO3)C(=O)/C1=C\c1ccc(N2CCCCC2)o1	1.9	-2.8	1.5	5.5	73.4*	1.2	18.7*	1.4	-37.9
The listing continues.
SMILES	M4 PAM	M5 PAM	CHRM4 agonist	M5 ag	CRFBP-R2 agonist	CHRM5 antagonist	IDE cell inh	CHRM4 antagonist	CRFR2-BP antag
O=c1[nH]c(=O)n(Cc2ccc(F)cc2)c(O)c1C=NCCCN1CCOCC1	-2.4	-5.3	0.3	-2.3	0.1	4.1	5.3	-0.9	-7.9
CCOC(=O)C1(CCOc2ccccc2)CCN(Cc2ccc(C)s2)CC1	-13.0	-17.6	7.9	-5.1	0.6	10.6	1.9	0.1	-53.0
CCOC(=O)c1cncn1[C@@H](C)c1ccccc1	2.6	2.3	-0.2	-1.0	0.3	3.9	6.0	-6.6	-10.0
CCc1ccc(-n2c(O)c(/C=N/NC(=O)c3ccncc3)c(=O)[nH]c2=O)cc1	0.4	0.4	-0.2	0.1	-2.6	-0.6	0.5	6.1	10.3
O=C(CCN1CC1)OCCOC(=O)CCN1CC1	-2.7	8.8	0.6	4.6	-0.1	12.9	·	3.5	7.6
O=C1NC(=S)NC(=O)C1Cc1ccccc1	0.0	-1.0	-0.8	-0.9	-2.7	13.2	·	-1.4	10.1
C[C@]12CCC(=O)C[C@H]1CC[C@@H]1[C@@H]2CC[C@]2(C)C(=O)CC[C@@H]12	2.2	-2.0	0.3	-1.0	-0.9	4.1	2.5	-1.1	-5.3
Cc1ccc(Cn2cc(C=O)c(-c3ccc(C)cc3)n2)cc1	4.1	-7.1	1.8	-2.0	0.0	9.3	-5.0	-7.6	0.5
O=P(NS(=O)(=O)c1ccc(Br)cc1)(Oc1ccccc1)Oc1ccccc1	1.7	-2.4	0.2	4.0	-0.2	-0.7	-1.2	-8.5	-0.6
O=C(c1ccc2c(c1)OCO2)C1CCCN(Cc2ccccn2)C1 (stereo not drawn)	-20.4	1.2	0.6	-14.6	-0.7	6.8	2.0	4.1	15.8
COc1ccc(-n2c(=O)[nH]c3ccccc3c2=O)cc1	0.1	-0.2	0.1	-0.5	0.0	-2.5	2.2	1.7	-4.3

Record cards (already shown):
Cc1ccc(Cn2cc(C=O)c(-c3ccc(C)cc3)n2)cc1 as listed: M4 PAM = 4.1; M5 PAM = -7.1; CHRM4 agonist = 1.8; M5 ag = -2.0; CRFBP-R2 agonist = 0.0; CHRM5 antagonist = 9.3; IDE cell inh = -5.0; CHRM4 antagonist = -7.6; CRFR2-BP antag = 0.5
C[C@]12CCC(=O)C[C@H]1CC[C@@H]1[C@@H]2CC[C@]2(C)C(=O)CC[C@@H]12 as listed: M4 PAM = 2.2; M5 PAM = -2.0; CHRM4 agonist = 0.3; M5 ag = -1.0; CRFBP-R2 agonist = -0.9; CHRM5 antagonist = 4.1; IDE cell inh = 2.5; CHRM4 antagonist = -1.1; CRFR2-BP antag = -5.3

Screening data deposited in PubChem by several laboratories.
